Source: PubChem
PAFAH1B2 FP inh = PAFAH1B2 enzyme inhibitors, primary screen, biochemical, fluorescence polarization, human; recombinant PAFAH1B2, FP-rhodamine activity probe; 340,000 tested, 1.2% active; inhibition, % at 3.39 µM; Platelet-activating factor acetylhydrolase IB subunit alpha2 (Homo sapiens), P68402;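 active = inhibition above the mean of all tested compounds plus 3 SD, cut at about 24% in these data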;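 note: 0% = enzyme with DMSO and 100% = wells lacking PAFAH1B2; many of its hits are not listed in these tables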
Target sequence (P68402 whole entry, looked up): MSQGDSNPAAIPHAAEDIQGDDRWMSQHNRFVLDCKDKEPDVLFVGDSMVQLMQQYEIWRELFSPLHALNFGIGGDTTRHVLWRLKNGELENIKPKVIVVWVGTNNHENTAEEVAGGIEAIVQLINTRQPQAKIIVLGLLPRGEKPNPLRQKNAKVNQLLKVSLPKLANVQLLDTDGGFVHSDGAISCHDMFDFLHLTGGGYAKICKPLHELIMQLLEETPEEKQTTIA
PAD4 inh = human PAD4 inhibitors, primary screen, biochemical, fluorescence polarization, 1536-well format | 330,000 tested, 0.41% active | recombinant PAD4, RCA probe fluorescence polarization | Protein-arginine deiminase type-4 (Homo sapiens), Q9UM07 | inhibition, % at 6.36 µM;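 active = percent inhibition above a cutoff equal to the mean of all tested compounds plus 3 SD, cut at about 15% in these data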;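 note: 0% = PAD4 with RCA probe and DMSO and 100% = probe without PAD4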
Fam108B inh = mouse Fam108B serine hydrolase inhibitors, primary screen, counter-screen for RBBP9 inhibitor project, biochemical, fluorescence polarization; recombinant Fam108B, FP-Rh probe fluorescence polarization; inhibition, % at 9.51 µM; 300,000 tested, 0.33% active;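 active = inhibition above the screen mean inhibition plus 3 SD, computed separately per campaign, cut at about 18% in these data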;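 note: inhibitors lower polarization as less probe binds the enzyme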
GSTO1 counter = inhibitors of recombinant GSTO1, primary screen, counter-screen for RBBP9 inhibitor project, biochemical, fluorescence polarization. activity-based probe fluorescence polarization. inhibition, % at 5.96 µM. 300,000 tested, 1.1% active;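 active = inhibition above the campaign mean inhibition plus 3 SD, cut at about 35% in these data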;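 note: 0% = GSTO1-1 with DMSO and 100% = wells lacking GSTO1-1 enzyme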
Target sequence (P78417 whole entry, looked up): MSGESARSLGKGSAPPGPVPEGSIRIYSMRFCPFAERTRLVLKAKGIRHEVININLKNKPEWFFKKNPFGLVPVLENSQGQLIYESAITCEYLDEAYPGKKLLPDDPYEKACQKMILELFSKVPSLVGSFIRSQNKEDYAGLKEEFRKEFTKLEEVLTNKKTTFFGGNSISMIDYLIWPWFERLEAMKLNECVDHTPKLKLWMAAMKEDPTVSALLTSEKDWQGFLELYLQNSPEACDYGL
PAFAH1B3 inh = PAFAH1B3 enzyme inhibitors, primary screen, biochemical, fluorescence polarization, human | Platelet-activating factor acetylhydrolase IB subunit alpha1 (Homo sapiens), Q15102 | recombinant PAFAH1B3, FP-rhodamine probe | inhibition, % at 3.39 µM | 340,000 tested, 0.28% active;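 active = inhibition above the screen-wide average of all tested compounds plus 3 SD, cut at about 25% in these data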;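 note: 0% = enzyme with DMSO only and 100% = wells lacking PAFAH1B3 protein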
Target sequence (Q15102 whole entry, looked up): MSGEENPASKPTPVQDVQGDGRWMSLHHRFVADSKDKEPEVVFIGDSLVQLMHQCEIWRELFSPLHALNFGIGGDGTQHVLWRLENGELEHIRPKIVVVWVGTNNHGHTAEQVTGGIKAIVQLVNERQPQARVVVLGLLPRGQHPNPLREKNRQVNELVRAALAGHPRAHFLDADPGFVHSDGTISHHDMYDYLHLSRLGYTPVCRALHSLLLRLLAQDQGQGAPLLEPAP
pPAFAH FP inh = pPAFAH enzyme inhibitors, primary screen, biochemical, fluorescence polarization, human; 330,000 tested, 1.5% active; inhibition, % at 3.39 µM; recombinant pPAFAH, FP-rhodamine probe fluorescence polarization; Platelet-activating factor acetylhydrolase (Homo sapiens), Q13093;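 active = inhibition above the mean inhibition across the screen plus 3 SD, cut at about 25% in these data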;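 note: inhibitors block binding of the rhodamine activity-based probe so polarization drops; 0% = enzyme with DMSO and 100% = wells lacking pPAFAH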
PAFAH2 FP inh = PAFAH2 enzyme inhibitors, primary screen, biochemical, fluorescence polarization, human; Platelet-activating factor acetylhydrolase 2, cytoplasmic (Homo sapiens), Q99487; recombinant PAFAH2, FP-rhodamine activity probe; inhibition, % at 3.39 µM; 340,000 tested, 0.99% active; AID 492956, 2010;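 active = inhibition above the mean over all tested compounds plus 3 SD, cut at about 30% in these data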;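 note: inhibitors block probe labeling of enzyme so polarization drops; 0% = enzyme with DMSO and 100% = wells lacking PAFAH2 protein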
PME-1 inh = PME-1 inhibitors via competitive probe labeling, primary screen, biochemical, fluorescence polarization, FP-Rh probe, HTS; Protein phosphatase methylesterase 1 (Homo sapiens), Q9Y570; inhibition, % at 5.9 µM; recombinant PME-1; AID 2130, 2009; 320,000 tested, 0.53% active;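 active = inhibition above the campaign mean of all compounds plus 3 SD, cut at about 26% in these data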;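 note: competitive labeling of PME-1 active site by serine hydrolase directed probe; 0% = PME-1 with DMSO and 100% = wells lacking PME-1 enzyme; inhibitors block probe labeling so polarization falls and inhibition rises; many of its hits are not listed in these tables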
LYPLA1 counter = LYPLA1 inhibitors, primary screen, counter-screen for PME1 inhibitor project, biochemical, fluorescence polarization, FP-Rh probe ABPP; recombinant LYPLA1; inhibition, % at 5.9 µM; 320,000 tested, 0.16% active; AID 2174, 2009;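 active = inhibition above the mean of all tested compounds plus 3 SD, set per campaign, cut at about 14% in these data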;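 note: inhibitors block serine hydrolase probe labeling of LYPLA1 so polarization falls; 0% = enzyme with DMSO and 100% = wells lacking LYPLA1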
Target sequence (O75608 whole entry, looked up): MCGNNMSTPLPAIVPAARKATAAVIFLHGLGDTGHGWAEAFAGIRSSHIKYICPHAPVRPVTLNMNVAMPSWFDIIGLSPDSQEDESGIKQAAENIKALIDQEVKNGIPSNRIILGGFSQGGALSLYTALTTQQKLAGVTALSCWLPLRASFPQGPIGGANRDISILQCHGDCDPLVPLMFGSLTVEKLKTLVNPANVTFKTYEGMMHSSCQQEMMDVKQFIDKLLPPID
Numbers without * were called inactive; . = no result given.

Labels used below – A = PAFAH1B2 FP inh; B = PAD4 inh; C = Fam108B inh; D = GSTO1 counter; E = PAFAH1B3 inh; F = pPAFAH FP inh; G = PAFAH2 FP inh; H = PME-1 inh; I = LYPLA1 counter
> CN1CCC(OC(=O)c2ccccc2Cl)CC1
  A = 4	B = 0	C = -1	D = 2	E = 1	F = -1	G = -2	H = 1	I = -5
> Cc1ccc(-c2nn(C(C)(C)C)c3ncnc(N)c23)cc1
  A = 1	B = 0	C = 12	D = 6	E = 5	F = 0	G = -1	H = 3	I = 2
> COc1ccccc1-c1cc(C(=O)N/N=C/c2ccoc2)c2ccccc2n1
  A = -3	B = -6	C = -3	D = 0	E = 4	F = -4	G = -2	H = 0	I = -6
> CCOc1ccc2nc(NC(=O)c3cnccn3)sc2c1
  A = 4	B = -2	C = -2	D = 1	E = 5	F = -2	G = -9	H = -3	I = 4
> CCN(Cc1ccncc1)C(=O)c1cc(COc2ccc(F)cc2F)on1
  A = 7	B = 2	C = 2	D = -1	E = 0	F = 5	G = 4	H = -2	I = 1
> CN(C)S(=O)(=O)c1ccc(NC(=O)CNc2cc(S(=O)(=O)N3CCCC3)ccc2OCC(F)(F)F)cc1
  A = 1	B = -4	C = 5	D = -2	E = 4	F = -2	G = 1	H = -10	I = -3
> C#CCOCCOCCOCCNc1nc(N2CCN(C(=O)CCCCCCCCCCNC(=O)[C@@H](CCSC)n3cc(CCO)nn3)CC2)nc(N2CCN(C(=O)CCCCCCCCCCNC(=O)[C@H]([C@@H](C)CC)n3cc(CCCCCN)nn3)CC2)n1
  A = .	B = -3	C = -7	D = 5	E = .	F = -7	G = .	H = -3	I = 2
> Cc1cccc(-n2c(SCC(N)=O)nnc2-c2ccccn2)c1C
  A = 4	B = -2	C = 0	D = 1	E = -4	F = 3	G = -4	H = 1	I = 3
> Cc1ccc(-n2nc(C(=O)O)nc2-c2ccccc2)cc1
  A = 3	B = -3	C = 0	D = 5	E = 11	F = 3	G = -3	H = 0	I = -2
> CCn1c(SCC(=O)Nc2ccc(N3CCOCC3)cc2)nnc1-c1ccncc1
  A = 0	B = -3	C = -4	D = -2	E = -8	F = 0	G = 0	H = -4	I = -2
> O=C(CCN1C(=O)COc2ccccc21)NCc1cccnc1
  A = 0	B = -5	C = -3	D = -1	E = 5	F = 2	G = 1	H = -5	I = -1
> Cc1ccc(C(=O)Nc2ccc(S(=O)(=O)NCc3ccco3)cc2)cc1
  A = 0	B = -4	C = 0	D = 1	E = 6	F = 1	G = -2	H = -10	I = 0
> Cc1nc2ccc(NC(=O)CCC3CCCC3)cc2s1
  A = 4	B = -3	C = 2	D = 4	E = 1	F = 5	G = 7	H = 0	I = 0
> Cc1cccc(NC(=O)CSc2ncnc3sc(C)cc23)c1
  A = 6	B = 4	C = -2	D = 2	E = 7	F = -7	G = 1	H = -6	I = 3
> COc1cccc(CN2C(=O)C3CCCN3c3ccc(S(=O)(=O)N4CCOCC4)cc32)c1 (centres undefined)
  A = .	B = -8	C = -15	D = -9	E = .	F = 0	G = .	H = -21	I = -13

Compounds above containing a furan ring, fused or not:
Labels used below – A = PAFAH1B2 FP inh; B = PAD4 inh; C = Fam108B inh; D = GSTO1 counter; E = PAFAH1B3 inh; F = pPAFAH FP inh; G = PAFAH2 FP inh; H = PME-1 inh; I = LYPLA1 counter
> COc1ccccc1-c1cc(C(=O)N/N=C/c2ccoc2)c2ccccc2n1
  A = -3	B = -6	C = -3	D = 0	E = 4	F = -4	G = -2	H = 0	I = -6
> Cc1ccc(C(=O)Nc2ccc(S(=O)(=O)NCc3ccco3)cc2)cc1
  A = 0	B = -4	C = 0	D = 1	E = 6	F = 1	G = -2	H = -10	I = 0

New compounds follow
Labels used below – A = PAFAH1B2 FP inh; B = PAD4 inh; C = Fam108B inh; D = GSTO1 counter; E = PAFAH1B3 inh; F = pPAFAH FP inh; G = PAFAH2 FP inh; H = PME-1 inh; I = LYPLA1 counter
> CCN(CC)S(=O)(=O)c1ccc(N2CCOCC2)c(NC(=O)c2ccco2)c1
  A = 2	B = -3	C = .	D = .	E = 4	F = 8	G = 0	H = .	I = .
> COc1ccc(/C=C/C(=O)c2cc(Cl)ccc2O)c(OC)c1
  A = -3	B = -1	C = -10	D = -5	E = 2	F = 4	G = -2	H = -10	I = -5
> O=C(NC1CCCC1)C(=O)N(c1ccccc1F)C(C(=O)NCC1CCCO1)c1cccs1 (centres undefined)
  A = 0	B = 1	C = -2	D = 6	E = 4	F = -5	G = -5	H = 2	I = 5
> O=C(NCCc1ccccc1Cl)C1CCC(=O)N(Cc2cccc(C(F)(F)F)c2)C1 (centres undefined)
  A = 2	B = -3	C = 2	D = 4	E = 6	F = 3	G = 1	H = 1	I = 1
> O=C(COC(=O)CNC(=O)c1ccccc1F)Nc1ccc2c(c1)OCO2
  A = 4	B = 3	C = .	D = .	E = 5	F = 1	G = 7	H = -4	I = 0
> O=C1C(Cc2ccccc2)Nc2ncnc(N3CCCCC3)c2N1Cc1ccc(Br)cc1 (centres undefined)
  A = 2	B = -1	C = .	D = .	E = 3	F = 8	G = 3	H = .	I = .
> O=C(Cc1cccs1)NCc1cccc(C(F)(F)F)c1
  A = -1	B = -5	C = -4	D = 17	E = -3	F = 9	G = -3	H = 0	I = 5
> O=C(C1CCCN(Cc2nc(-c3cccs3)no2)C1)N1CCOCC1 (centres undefined)
  A = 5	B = 0	C = 4	D = 1	E = 5	F = -2	G = -6	H = -2	I = -2
> Cc1nc2ccccc2cc1C(=O)N/N=C/c1ccco1
  A = 3	B = 0	C = -2	D = 2	E = -4	F = -4	G = -2	H = 0	I = -1
> CC(=O)c1cccc(OCC(=O)N(C)CC(=O)NCc2ccco2)c1
  A = -1	B = 1	C = .	D = .	E = 8	F = 17	G = -9	H = .	I = .
> Cc1nc2nc[nH]n2c(=O)c1C/C=C/c1ccccc1
  A = 11	B = 5	C = -5	D = -3	E = 9	F = 3	G = 9	H = -4	I = -3
> COc1ccccc1CNC(=O)CCCNS(=O)(=O)c1cccc2nsnc12
  A = -1	B = -1	C = 2	D = -3	E = 7	F = 5	G = 0	H = 3	I = 1
> CCOC(=O)C1=C(C)N=c2s/c(=C/c3ccco3)c(=O)n2C1c1cccc(OC)c1 (centres undefined)
  A = .	B = -4	C = -4	D = 14	E = .	F = 33*	G = .	H = 5	I = -5
> CCOc1ccc(N2C(=O)CC(N(CCc3ccc(OC)c(OC)c3)C(=O)/C=C/C(=O)O)C2=O)cc1 (centres undefined)
  A = 4	B = -3	C = 4	D = -3	E = 1	F = 2	G = -1	H = 0	I = 1
> COc1cc2c(cc1OC)C(NC(=O)c1ccc(C)cc1)CC2=O (centres undefined)
  A = 5	B = -5	C = -1	D = 2	E = 5	F = 5	G = 1	H = 0	I = 3

More results
Labels used below – A = PAFAH1B2 FP inh; B = PAD4 inh; C = Fam108B inh; D = GSTO1 counter; E = PAFAH1B3 inh; F = pPAFAH FP inh; G = PAFAH2 FP inh; H = PME-1 inh; I = LYPLA1 counter
> CCS(=O)(=O)N1Cc2ccccc2CC1C(=O)Nc1ccc(OC)cc1OC (centres undefined)
  A = 6	B = 2	C = -3	D = -7	E = 0	F = 6	G = 7	H = 4	I = 4
> CCN(CC)c1ccc(/C=N/N2CCN(Cc3cccc4ccccc34)CC2)c(O)c1
  A = 3	B = -4	C = -3	D = 2	E = 5	F = 2	G = -2	H = 0	I = -2
> CCN(CC)CCNC(=O)/C(=C/c1cn(CC)c2ccccc12)NC(=O)c1cc(OC)c(OC)c(OC)c1
  A = 2	B = -1	C = 0	D = 12	E = 2	F = 4	G = 0	H = 3	I = 9
> O=C(Nc1ccc2c(c1)CCC2)c1cnc(Cl)c(Cl)c1
  A = 4	B = -6	C = -3	D = -5	E = 1	F = -2	G = -6	H = -1	I = 3
> Cc1nc(CC(=O)NNS(=O)(=O)c2cccc(Cl)c2Cl)cs1
  A = 5	B = -1	C = .	D = .	E = 3	F = 11	G = 5	H = .	I = .
> CC[C@@]1(C(=O)OC)N[C@H](CN(C)C(=O)c2ccc(C)cc2)[C@@H]2C(=O)N(C)C(=O)[C@@H]21
  A = -5	B = 0	C = .	D = .	E = 8	F = -5	G = 2	H = .	I = .
> O=C(NC(=S)Nc1ccc(CN2CCOCC2)cc1)c1ccccc1[N+](=O)[O-]
  A = -1	B = 1	C = 4	D = 2	E = 2	F = -6	G = 0	H = 0	I = -5
> Nc1nc(Nc2ccccc2)nc(NCc2ccco2)c1[N+](=O)[O-]
  A = -6	B = -1	C = 1	D = -9	E = 4	F = 0	G = -8	H = -7	I = -3
> O=[N+]([O-])c1ccc(Cl)c(C[n+]2cccc3ccccc32)c1
  A = 0	B = -4	C = -2	D = 3	E = 3	F = -3	G = 4	H = -3	I = -1
> Cc1cccc(NC(=S)N(CCCN2CCCC2)Cc2cccn2Cc2ccc(Cl)cc2)c1
  A = 2	B = -1	C = -5	D = -5	E = 4	F = -1	G = -5	H = -2	I = -1
> Oc1ccccc1N1CCN(Cc2ncc(-c3ccccc3)o2)CC1
  A = -3	B = 0	C = 1	D = -2	E = 5	F = -4	G = 1	H = -2	I = 0
> Cc1ccc(S(=O)(=O)N2CCCC(C(=O)N3CCN(c4ccccc4)CC3)C2)cc1 (centres undefined)
  A = 0	B = 5	C = 0	D = 1	E = 5	F = 8	G = 2	H = -1	I = 2
> COc1ccnc(Oc2ccccc2)c1-c1ncn[nH]1
  A = 7	B = -3	C = 2	D = 5	E = 4	F = 1	G = 8	H = 3	I = 3
> CCOC(=O)C1=C(C)n2c(s/c(=C/c3cccc([N+](=O)[O-])c3)c2=O)=NC1c1ccc(O)c(OC)c1 (centres undefined)
  A = -4	B = -9	C = 2	D = -4	E = -3	F = 2	G = -3	H = -26	I = -3
> Cc1cc(C)cc(C(=O)NCC(=O)NCCc2c[nH]c3ccccc23)c1
  A = 4	B = -1	C = -2	D = 6	E = 3	F = 0	G = 9	H = -4	I = 1
> CC(C)CNC(=O)C1Nc2ccc(OC(F)(F)F)cc2C2C=CCC12 (centres undefined)
  A = 1	B = 0	C = -2	D = 2	E = 12	F = 0	G = -7	H = 4	I = -4
> COc1c(S(=O)(=O)N2CCN(C(=O)c3ccco3)CC2)ccc(Cl)c1Cl
  A = 1	B = -2	C = 1	D = -1	E = -1	F = -2	G = 1	H = -5	I = 0
> Cc1ccc(S(=O)(=O)N(CC2CO2)c2cccc([N+](=O)[O-])c2)cc1 (centres undefined)
  A = -9	B = -2	C = 1	D = 97*	E = 2	F = 5	G = -4	H = 6	I = 0

An excerpt (hit frequency here may not be typical).
